Compound activity from PubChem BioAssay.
AID inh – inhibitors of human activation induced cytidine deaminase; AID 1347428; 91,000 tested, 0.32% active; Q9GZX7; Potency, µM (doses to about 115 µM), for inactives: at the highest dose activity change, negative = inhibition, usual class: inhibitors; AID deamination FRET fluorescence, UDG-coupled, 4 h; note: nearly all actives have a fitted effect of over 25% in size
Target sequence (Q9GZX7 whole entry, looked up): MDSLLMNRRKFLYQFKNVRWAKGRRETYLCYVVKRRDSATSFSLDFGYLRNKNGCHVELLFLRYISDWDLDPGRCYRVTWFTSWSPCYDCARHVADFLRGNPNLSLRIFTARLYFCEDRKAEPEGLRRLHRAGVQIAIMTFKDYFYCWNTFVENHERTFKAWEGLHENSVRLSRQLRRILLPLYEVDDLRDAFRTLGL
UDG counterscr – counter-screen for AID inhibitors: uracil-DNA glycosylase inhibition. FRET deamination/UDG coupled assay, UDG read, 4 h. Potency, µM (series often up to 115 µM), inactives show at the highest dose activity change, negative = inhibition, actives largely listed as inhibitors. 91,000 tested, 0.14% active. AID 1347430; note: nearly all actives have a fitted effect of over 65% in size
* marks the source's active call; other numbers are inactive results; ? = inconclusive; & = joins results of further samples; [ ] = another dose, or the depositor's remark. Calls come from the whole dose curve; as a rule, active = well fitted curve in the direction sought with a large enough effect; inconclusive = small, poorly fitted or top-dose-only effect, or another doubt; inactive = no such curve, though single readings can be large; an effect the other way counts as inactive or inconclusive. % is set by controls: 0 for no effect and ±100 for the full control effect; potency is the fitted concentration of half-maximal effect.

SMILES | AID inh | UDG counterscr
COc1ccccc1-c1cc(C(=O)Nc2sc3c(c2C#N)CCCC3)no1 | 0% | -9%
CCOc1ccccc1CNC(=O)c1ccc(NC(=O)N2CC(C)Sc3ccccc32)cc1 (centres undefined) | 3% | 0%
COc1cccc(/C=C(/C#N)c2nc3ccccc3[nH]2)c1OC(C)C | -7% | 1%
NC(=O)C(OC(=O)C12CC3CC(CC(C3)C1)C2)c1ccccc1 (centres undefined) | -11% | -6%
O=C(NCc1ccccc1Cl)c1ccc(NC(=O)N2CCSc3ccccc32)cc1 | 6% | 6%
Cc1cc(C)cc(-n2ccnc2SCC(=O)Nc2ccc(C)cc2C)c1 | -13% | -18%
CCCCN(CCCC)C(=O)c1csc(Br)c1 | -3% | -1%
COc1ccc(C(=O)c2cccc(C(=O)c3ccc(OC)cc3)c2)cc1 | ? | -11%
O=C1C(c2ccc(F)cc2)N(Cc2ccccc2Cl)C(=O)CN1C1CCCCC1 (centres undefined) | ? | -6%
COC(=O)c1ccc(/C=C/C(=O)c2ccccc2)o1 | 1% | -6%

Quoted at random: 2 compounds from above
SMILES | AID inh | UDG counterscr
COc1ccccc1-c1cc(C(=O)Nc2sc3c(c2C#N)CCCC3)no1 | 0% | -9%
Cc1cc(C)cc(-n2ccnc2SCC(=O)Nc2ccc(C)cc2C)c1 | -13% | -18%

Other compounds follow:
SMILES | AID inh | UDG counterscr
CCCCCn1nc(C(=O)OCC(=O)c2cc(C)n(CCC)c2C)c2ccccc2c1=O | 2% | -2%
Cc1ccc(Nc2ccc(C)cc2)cc1 | 7% | -12%
CC1=C(C(=O)Nc2ccccc2)C(c2ccc(O)cc2)n2nc(-c3ccc(Cl)cc3)nc2N1 (centres undefined) | 17% | 23%
CCc1cnc2c(c1SCC(=O)Nc1ccc(C(=O)OC)cc1)c(=O)n(C)c(=O)n2C | -12% | 0%
O=C(COC(=O)CCc1c[nH]c2ccccc12)NCC(F)(F)F | -10% | 0%
CCn1cc(C(=O)N2CCN(c3ccccc3OC)CC2)c(=O)c2cc(S(=O)(=O)N3CCC(C)CC3)ccc21 | -16% | -6%
Cc1oc2cc(OCC(=O)NCC(=O)O)ccc2c(=O)c1-c1ccc(Cl)cc1 | -3% | 1%
Cc1ccc(CNC(=O)c2ccc(Cn3c(SCc4ccc(F)cc4)nc4cccnc43)cc2)o1 | ? | 9%
CCCCn1nnc(NC(=O)COc2ccc(Cl)cc2Cl)n1 | -17% | 0%
COc1ccccc1NCc1cccn1-c1nnc(N2CCCCCC2)s1 | -9% | -2%
COc1ccc(NC(=O)C2CCN(S(=O)(=O)c3cc(-c4noc(C)n4)ccc3C)CC2)cc1 | 8% | -7%
CCOc1cc(/C=C(\C#N)C(=O)Nc2ccc(C)cc2)ccc1OCc1cc(=O)n2nc(CC)sc2n1 | 246%[activator] | 2%
CN(C)c1ccc(/C=N/Nc2ccccc2Cl)cc1 | -7% | -5%
CCc1c(C)[nH]c2ccc(OC)cc2c1=O | 0% | 2%
COc1ccc(C)cc1-c1csc(N)c1C#N | -1% | 4%
N#C/C(=C\c1ccc(Cl)cc1Cl)c1nc(-c2cccc(Cl)c2)cs1 | 10% | 2%[57.5 µM]
Cn1nnnc1SCCCNCc1cc(Br)ccc1OCc1ccccc1F | -11% | -4%
Cc1ccc(S(=O)(=O)c2cn(CC(=O)Nc3ccc(Cl)cc3)c3ccc(F)cc3c2=O)cc1C | -13% | 0%
COc1ccc2c(c1)CCc1c(C(=O)Nc3ccc(OC)cc3OC)noc1-2 | 13% | -9%
Cc1cccc(-c2nc3c4ccccc4n(Cc4cccc(Cl)c4)c(=O)n3n2)c1 | 2% | -6%
O=S(=O)(Nc1ccc(Br)cc1F)c1ccccc1 | 2% | 1%
COc1ccc(-n2ncc3c2ncn2nc(-c4ccc(OC)c(OC)c4)nc32)cc1 | 4% | -6%
N=CC1=C(O)CC(c2ccccc2)CC1=O (centres undefined) | 8% | 3%
Cc1cccc(C)c1NC(=O)CN1C(=O)c2cccc3cccc1c23 | -1% | 8%
CC(Sc1ccc(Cl)cc1)C(=O)O (centres undefined) | 5% | 5%
O=C(CSc1nc2c([nH]c3ccccc32)c(=O)n1-c1cccc(Cl)c1)NCc1ccccc1 | ? | -7%
O=C(CCCCn1c(=O)c2ccccc2n(Cc2ccc(Cl)cc2)c1=O)NCc1ccccc1Cl | 7% | -4%
COc1cc(/C=C2\Oc3cc(OS(C)(=O)=O)ccc3C2=O)cc(OC)c1OC | -2% | -8%
O=C(COc1ccccc1F)Nc1nnc(SCc2cc(=O)n3ccccc3n2)s1 | 10% | 16%
Fc1ccc(-c2cc(-c3nc(-c4ccc(Cl)cc4)no3)[nH]n2)cc1 | -19% | -10%
CCN(Cc1ccc(Br)s1)C(=O)Cn1nnc(-c2ccccc2)n1 | ? | -11%
O=C(Nc1cccc(F)c1F)C1CCN(c2ncccn2)CC1 | -10% | 4%
COc1cccc(Nc2nc(-c3ccc4c(c3)CCC(=O)N4)cs2)c1 | 15% | 3%
O=C(NCc1ccc(N2CCCC2)nc1)c1ccc(Cl)c(Cl)c1 | -14% | -3%
CCOC(=O)N1CCC(NC(=O)c2cnn(-c3cccc(C)c3)c2C2CCN(C(=O)OC(C)(C)C)CC2)CC1 | -2% | -2%
COc1ccc(C(=O)/C(=C/c2ccccn2)c2nc3ccccc3o2)cc1 | -16% | -3%
CC(C)N(CC(=O)NC(=O)NCc1ccccc1)Cc1ccccn1 | 10% | -10%
Cc1c(C(=O)NCc2cccc(Cl)c2)sc2ncnc(N(C)C3CCCCC3)c12 | -21% | 0%
COc1ccc(Br)cc1CNC(=O)CCC(=O)N1CCSc2nc(C)cc(C)c21 | -2% | 5%
CC(=O)c1c(C)n(-c2ccc(Cl)cc2)c2ccc(OC(=O)COc3ccccc3)cc12 | 25% | -8%
COc1ccc(CCNC(=O)CCCCn2c(=O)c3ccccc3n(CC(=O)Nc3ccccc3C)c2=O)cc1OC | 15% | -7%
CN(Cc1ccccc1)S(=O)(=O)c1nnc(NC(=O)c2ccccc2)s1 | 1% | 2%[57.5 µM]
CSC(C)C(=O)Nc1ccc(Br)c(C)c1 (centres undefined) | -5% | -1%
CS(=O)(=O)c1cccc(NC(=O)CSc2nc(C3CC3)n(-c3ccccc3)n2)c1 | -9% | 6%
CC(NC(=O)c1cc(-c2ccncc2)nc2ccccc12)c1ccco1 (centres undefined) | -6% | 5%
COc1ccc(CCNc2nc3cc(OC)c(OC)cc3c3nc(-c4cccnc4)nn23)cc1OC | 11% | 1%
COc1cccc(C(=O)C2COC(=O)C2)c1 (centres undefined) | -3% | 2%
CC(=O)Nc1ccc(NC(=O)c2csc(NCCC(C)C)n2)cc1 | -5% | 0%
Cc1nn(-c2ccc(N3CCOCC3)nn2)c(C)c1CCC(=O)NCc1ccco1 | 7% | 1%
CCOc1ccc(/C=C/c2nc(C#N)c(N3CCN(CC)CC3)o2)cc1 | ? | 0%&-11%

Continued.
SMILES | AID inh | UDG counterscr
CC1CCCC/C1=N\NC(=S)Nc1ccccc1C(F)(F)F (centres undefined) | 29% | -17%
Cc1ccc(/C=N/Nc2ccc3ccccc3n2)s1 | -17% | -6%
Fc1ccc(CSC2=NCCN2)c(Br)c1 | 5% | 5%
CCOC(=O)c1cc2c(=O)n3ccccc3nc2n(CCOC)c1=NC(=O)C(C)(C)Oc1ccc(Cl)cc1 | 14% | ?
CC1Cc2ccccc2N1S(=O)(=O)c1nnc(NC(=O)c2ccccc2)s1 (centres undefined) | -1% | 4%
Cc1cc(C)n(-c2ncnc3sc(C)c(-c4ccc(Cl)cc4)c23)n1 | -11% | -8%
CCCCCC/C(C)=N/NC(N)=S | -7% | -7%
CN(C)c1ccc(/C=N/Nc2ccc(F)cc2F)cc1 | 9% | 4%
Cc1ccc(-c2c(C(=O)O)sc3c2cnc2ccc(C)cc23)cc1 | ? | -10%
O=C(CSc1nnc(-c2ccccc2F)n1C1CCCCC1)N1CCCC1 | -7% | -3%
CC(C)c1ccc(C2C(c3ccccc3)=C(O)C(=O)N2Cc2ccccn2)cc1 (centres undefined) | 0% | 2%
OC(CC#CCN1CCCC1)(c1ccccc1)c1ccc(-c2ccccc2)cc1 (centres undefined) | -17% | -16%
CCc1ccc(-n2nc(C)c3c(C)cc(=O)n(CC(=O)N(CC)Cc4ccccc4)c32)cc1 | ? | ?
Cc1cccc(Cn2c(SCc3ccccc3)nc3c2c(=O)[nH]c(=O)n3C)c1 | 1% | -3%
CC(C)CC(=O)N1CCN(Cc2ccncc2)CC1 | 3% | -4%
CCOc1cc(C2c3c(oc4ccccc4c3=O)C(=O)N2Cc2ccc3c(c2)OCO3)ccc1O (centres undefined) | 10% | -5%
CC(Oc1ccc(F)cc1F)C(=O)NN (centres undefined) | 1% | 2%
O=C(Nc1cc(Cl)cc(Cl)c1)c1ccc(S(=O)(=O)C2CCS(=O)(=O)C2)cc1 (centres undefined) | 5% | -2%
CCOC(=O)CCc1cc2c(C)cc(=O)oc2cc1O | -4% | -12%
COc1ccc(C(=O)O)cc1Nc1nc2ccc(C)cc2n2cnnc12 | 16% | ?
Cc1ccc2sc(N3CCN(C(=O)C4COc5ccccc5O4)CC3)nc2c1C (centres undefined) | -1% | -22%
COC(=O)c1ccc(CNC(=O)COC(=O)c2cc3ccccc3oc2=O)cc1 | -14% | -3%
CN(C)C(=O)c1ccc(F)c(F)c1 | -8% | -4%
Brc1ccc(CSc2nc3ccccc3s2)cc1 | -11% | -8%
COc1ccc(C(N)=O)c(OCc2coc(-c3ccccc3)n2)c1 | -6% | -2%
COC(=O)c1cc2sccc2n1CC(=O)Nc1cc(Cl)ccc1OC | 12% | 2%
Cc1cccc(C(=O)NCC(=O)N2CCCC2c2ccccc2)c1 (centres undefined) | -6% | -8%
CCCCn1c(SCc2ccccc2C#N)nc2c(sc3ccccc32)c1=O | 7% | -3%
CC(CNC(=O)CCc1cn(Cc2ccccc2Cl)c2ccccc12)c1ccccc1 (centres undefined) | -15% | -1%
Cc1oc(-c2ccc(Cl)cc2)nc1Cn1c(=O)cc(C)c2c(C)nn(-c3cccc(F)c3)c21 | 7% | 6%
Cc1cc(C)n(C(=O)c2ccc(C)c(S(=O)(=O)N3CCCCC3)c2)n1 | -15% | 14%
CC1CCc2c(sc3nnn(Cc4ccc(F)cc4)c(=O)c23)C1 (centres undefined) | -12% | 4%
Cc1ccsc1CN(C(=O)COc1ccc(Cl)cc1)C1CCS(=O)(=O)C1 (centres undefined) | ? | -15%
COc1cccc(NC(CNS(=O)(=O)c2ccc(Cl)cc2)c2ccccc2)c1 (centres undefined) | -2% | -21%
CCC(=O)N1CCc2cc(S(=O)(=O)NC(C(=O)NCCc3ccc(OC)c(OC)c3)C(C)C)ccc21 (centres undefined) | ? | -13%
CN(C)S(=O)(=O)c1cccc(NC(=O)COc2ccc(Cl)cc2)c1 | -6% | 0%
CCC1CN(CC(=O)NCc2cccc(Br)c2)c2ccccc2S1 (centres undefined) | 31%[activator] | 6%
CCCCC1CCC(C(=O)NNC(=O)c2ccc(Cl)cc2)CC1 (centres undefined) | 0% | 1%
O=C(CSc1nc2cc3ccccc3cc2[nH]1)Nc1ccc(F)cc1 | -3%[57.5 µM] | -14%[57.5 µM]
Nc1nc(Cl)cc(N2CCC(c3nc(C4CC4)n[nH]3)CC2)n1 | -2% | 9%
CCn1c(SCC(=O)c2ccc([N+](=O)[O-])cc2)nnc1-c1ccc(Cl)cc1 | -17% | -6%
CC1(C)CC(=O)C2=C(C1)OC(N)=C(C#N)C2c1cccc(Br)c1 (centres undefined) | -1% | 9%
COc1ccccc1Nc1nc2ccc(Cl)cc2nc1-n1nc(C)cc1C | 13% | 8%
O=C(CSc1ncc2c(n1)-c1ccc(Cl)cc1N(Cc1ccccc1)S2(=O)=O)Nc1ccccc1C(F)(F)F | 6% | 25%
COCCCNC(=O)c1ccc(Cn2c(=O)c3cccn3c3cccnc32)cc1 | 7% | 0%
O=C(CSc1cn(CC(=O)N2CCCCCC2)c2ccccc12)Nc1ccccc1F | -2% | 1%
O=c1[nH]c(=O)n(Cc2ccco2)c2c1C(C(F)(F)F)(C(F)(F)F)N=C(c1ccccc1)N2 | 6% | -4%
CCCNC(=O)c1ccc2c(c1)N=C(CCC)c1ccccc1S2 | -11% | -6%
Cc1cn(C)c(CC(=O)Nc2cccc(Cl)c2C)c1C(=O)O | 49%[activator] | 10%
CC(=O)c1ccc(S(=O)(=O)NCCCC(=O)O)cc1 | 0% | -3%

Rewritten comma-delimited: 3 of the compounds above
smiles,AID inh,UDG counterscr
COCCCNC(=O)c1ccc(Cn2c(=O)c3cccn3c3cccnc32)cc1,7%,0%
O=C(CSc1cn(CC(=O)N2CCCCCC2)c2ccccc12)Nc1ccccc1F,-2%,1%
O=c1[nH]c(=O)n(Cc2ccco2)c2c1C(C(F)(F)F)(C(F)(F)F)N=C(c1ccccc1)N2,6%,-4%

Next section:
SMILES | AID inh | UDG counterscr
CCOC(=O)c1oc2c(c1C)-c1nn(Cc3c(F)cccc3Cl)cc1CC2 | 3% | -5%
COc1ccc(C(=O)Nc2cc(-c3nc4ccccc4o3)ccc2OC)cc1Cl | -11% | 26%
CCc1ccc(/C=N/NC(=O)c2cccs2)cc1 | -5% | 1%
Cc1nc(-c2nc3ccccc3s2)cs1 | 12% | 2%
COc1cccc(-n2c(SCC(=O)N3CCCc4ccccc43)nc3c([nH]c4ccccc43)c2=O)c1 | 4% | -1%
COc1ccc(-c2nnc(SCCS(=O)(=O)c3ccc(Br)cc3)o2)cc1 | -5% | -2%
CCCCCCCOc1cccc(N)c1 | -7% | -7%
COc1cc(NC(=O)COc2ccc3c(C)c(C)c(=O)oc3c2C)cc(OC)c1OC | 8% | 12%

These rows are one share of the data; rates above refer to the full screens.
